# Screening data from PubChem BioAssay.
# ANO1 activ = activates or potentiates the mouse TMEM16A chloride channel | HEK293 TMEM16A/YFP-H148Q/I152L, iodide quench fluorescence; hits give low values | B-score at 10 µM | 340,000 compounds, 0.3% hits;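 active means fluorescence-ratio B-score plate-corrected deviation score at least 3 library SD below zero, with starting fluorescence score within 5 deviations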;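 further: channel opened by trigger with iodide after compound preincubation; score built on the fluorescence ratio of max minus min over baseline; more negative score means more quench and so TMEM16A activation or potentiation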
# Target sequence (Q8BHY3 whole entry, looked up): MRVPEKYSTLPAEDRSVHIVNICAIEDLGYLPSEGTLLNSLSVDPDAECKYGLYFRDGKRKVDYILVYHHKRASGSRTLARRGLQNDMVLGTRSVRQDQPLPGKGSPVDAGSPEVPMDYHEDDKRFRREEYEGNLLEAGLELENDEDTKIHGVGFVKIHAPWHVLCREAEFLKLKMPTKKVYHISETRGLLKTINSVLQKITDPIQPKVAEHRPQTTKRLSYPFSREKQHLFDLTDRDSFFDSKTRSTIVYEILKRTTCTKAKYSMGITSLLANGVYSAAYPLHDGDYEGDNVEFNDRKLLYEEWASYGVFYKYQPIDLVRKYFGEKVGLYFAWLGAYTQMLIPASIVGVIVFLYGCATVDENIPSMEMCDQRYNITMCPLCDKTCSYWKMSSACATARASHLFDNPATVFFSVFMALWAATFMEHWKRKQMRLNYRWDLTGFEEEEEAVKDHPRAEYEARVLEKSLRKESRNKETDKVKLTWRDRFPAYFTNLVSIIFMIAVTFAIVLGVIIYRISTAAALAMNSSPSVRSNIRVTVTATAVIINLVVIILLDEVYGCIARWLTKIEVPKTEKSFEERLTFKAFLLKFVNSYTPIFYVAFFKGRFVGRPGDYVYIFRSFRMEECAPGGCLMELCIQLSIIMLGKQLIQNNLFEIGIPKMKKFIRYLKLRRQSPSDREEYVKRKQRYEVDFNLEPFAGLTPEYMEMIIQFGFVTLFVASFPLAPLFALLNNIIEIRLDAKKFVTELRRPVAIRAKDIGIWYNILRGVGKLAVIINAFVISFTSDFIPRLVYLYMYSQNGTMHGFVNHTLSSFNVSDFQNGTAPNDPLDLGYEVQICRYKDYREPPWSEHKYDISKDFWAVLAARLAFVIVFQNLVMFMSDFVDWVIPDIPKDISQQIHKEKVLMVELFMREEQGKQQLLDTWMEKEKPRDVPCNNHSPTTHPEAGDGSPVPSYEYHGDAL
# * = called active by the depositor; i = inactive. An excerpt; count on the stated rates, not on these rows.
Compound	ANO1 activ
CCN(CC(=O)Nc1ccc(OC)cc1)CC(=O)Nc1ccc2c(c1)OCO2	i
O=C(NCC1COc2ccccc2O1)c1cccc(S(=O)(=O)N2CCN(c3ccccc3)CC2)c1 (centres undefined)	i
CCCCC1(C)NC(=O)N(CC(=O)Nc2ccc(Cl)cc2C)C1=O (centres undefined)	i
O=C(OCC(=O)C12CC3CC(CC(C3)C1)C2)c1ccc(O)cc1	i
C[C@@H]1CN([C@@H](C)CO)C(=O)c2cccc(NC(=O)c3nc4ccccc4s3)c2O[C@@H]1CN(C)CC1CC1	i
Cc1ccc(C)c(NC(=O)COC(=O)CNC(=O)C2CCCCC2)c1	i
O=C(c1cc2cc3ccc(Cl)cc3nc2o1)N1CCN(Cc2ccc3c(c2)OCO3)CC1	i
Cc1nnc2ccc(-c3ccc(NS(=O)(=O)c4ccccc4[N+](=O)[O-])cc3)nn12	i
O=C(CN1CCN(CC(=O)Nc2ccccc2Cl)CC1)NCC1(N2CCOCC2)CCCCC1	i
O=C(CN1CCN(CC(=O)Nc2cccc(F)c2)CC1)NCC1(N2CCOCC2)CCCCC1	i
COc1ccc(S(=O)(=O)N(C)C)cc1NC(=O)COC(=O)C1CC1	i
N#Cc1c(-c2ccc(F)cc2)c(-c2ccc(F)cc2)nn(CCO)c1=O	i
COc1ccc(C2=CC(=O)C[C@H](c3ccc(OC)c(OC)c3)C2)cc1	i
COc1ccccc1OCCC(=O)OCC(=O)NCc1ccc(F)cc1	i
CCOc1ccc(Br)cc1S(=O)(=O)Nc1cccc(S(=O)(=O)Nc2ccccc2C(=O)O)c1	i
CN1CCN(C(=O)c2ccc(-c3ccc(Br)cc3)o2)CC1	i
Cc1cc(C)nc(-n2nc(C)cc2NC(=O)c2cccc(S(=O)(=O)N3CCOCC3)c2)n1	i
COc1ccc(S(=O)(=O)N(C)C[C@H]2Oc3c(NC(=O)Nc4c(C)noc4C)cccc3C(=O)N([C@H](C)CO)C[C@@H]2C)cc1	i
COc1ccc(NS(=O)(=O)c2cc(NC(=O)C(CC(C)C)NC(N)=O)ccc2N2CCOCC2)cc1 (centres undefined)	i
O=C(CSc1nc(C2CC2)n(-c2ccccc2)n1)NCc1ccco1	i
CCC/C(=C1/c2ccccc2C(=O)N1c1ccccc1)c1ccc2c(c1)OCCO2	i
CCC1(c2ccccc2)NC(=O)N(CC(=O)NCC2COc3ccccc3O2)C1=O (centres undefined)	i
O=C(COc1ccc(Br)cc1Cl)N1CCN(c2ncccn2)CC1	i
O=C(Cc1c(F)cccc1Cl)NNC(=O)c1ccc(Br)s1	i
CCOc1ccc(C(c2c(NC(=O)c3ccco3)sc(C)c2C)N2CCOCC2)cc1 (centres undefined)	i
CCOC(=O)c1c(C)cc(O)cc1O	i
Cc1noc(C)c1CC(=O)Nc1ccc2c(c1)OCO2	i
O=C(Nc1ccccc1F)c1cc(S(=O)(=O)N2CCOCC2)ccc1N1CCOCC1	i
COc1ccc(S(=O)(=O)N2CCN(C(=O)CCNC(=O)c3ccccc3Cl)CC2)cc1	i
Cc1cn(CC(=O)NCc2ccc(N(C)C)cc2)c(=O)[nH]c1=O	i
Cc1onc(-c2ccccc2)c1C(=O)N(CC(C)C)c1c(N)n(CC(C)C)c(=O)[nH]c1=O	i
COc1cccc(CN(C)C(=O)c2ccc(NC(=O)CC3SC(N4CCCCC4)=NC3=O)cc2)c1OC (centres undefined)	i
COc1cc(OC)cc(C(=O)NC(C(=O)N2CCC2)C(C)C)c1 (centres undefined)	i
CC(=O)c1cccc(NC(=O)C(C)OC(=O)CCc2nc3ccccc3c(=O)[nH]2)c1 (centres undefined)	i
CC(C)COc1cccc(C(=O)Nc2cc(S(=O)(=O)N3CCOCC3)ccc2N2CCCC2)c1	i
CCN(CC)S(=O)(=O)c1ccc2[nH]c(=O)cc(C(=O)Nc3ccccc3N3CCOCC3)c2c1	i
COc1ccccc1C(=O)NC(=O)COC(=O)CNC(=O)c1ccccc1F	i
Cc1ccc(CN(C)C(=O)CN2C(=O)NC3(CCCC3)C2=O)o1	i
O=C1OCC2=C1C(c1ccc(F)cc1)c1cc3c(cc1N2)OCCO3 (centres undefined)	i
Cc1c(NC(=O)CN(C)CC(=O)Nc2ccc(F)c(F)c2F)c(=O)n(-c2ccccc2)n1C	i
O=C(O)c1cc(S(=O)(=O)N2CCN(S(=O)(=O)c3ccc4ccccc4c3)CC2)ccc1Br	i
COc1cc(C=NNc2ccc(S(=O)(=O)Nc3ccccc3C(=O)O)cc2[N+](=O)[O-])ccc1O	i
C[C@@H]1CN([C@@H](C)CO)C(=O)c2cccc(NC(=O)c3ccncc3)c2O[C@@H]1CN(C)Cc1ccc(-c2ccccc2)cc1	i
COc1ccc(-c2nc3c(C(=O)NCCN(C)C)cccc3c3ccccc23)cc1	i
COc1cc2c(cc1OC)CN(C(=O)c1nn(Cc3ccccc3)c(=O)c3ccccc13)CC2	i
Cc1ccc(NC(=O)COC(=O)Cc2c[nH]c3ccccc23)cc1F	i
CC(C)Oc1cc2ccccc2cc1CNC[C@H]1O[C@@H](n2cnc3c(N)ncnc32)[C@H](O)[C@@H]1O	i
CC(NC(=O)COC(=O)c1cc(Cl)ccc1O)C1CC2CCC1C2 (centres undefined)	i
Nc1cc2c(cc1Br)[nH]c(=O)c1ccccc12	i
Cc1cc(C(=O)COC(=O)/C=C/c2ccc(F)cc2)c(C)n1C	i
CCN(CC)c1ccc(C(=C2C=CC(=[N+](CC)CC)C=C2)c2ccc(N(CC)CC)cc2)cc1	-6.62*
Cc1ccc(NC(=O)c2cc(=O)[nH]c3ccc(S(=O)(=O)N4CCOCC4)cc23)cc1	i
O=C(CSc1nc2ccccc2c(=O)n1CCCN1CCOCC1)Nc1ccc(F)c(Cl)c1	i
CCOP(=O)(OCC)c1ccc2c(c1)C(=O)c1ccccc1CC2	i
C#CCOCCOCCOCCNc1nc(N2CCN(C(=O)[C@H](CO)n3cc([C@@H](N)C(C)C)nn3)CC2)nc(N2CCN(C(=O)[C@H](CCCCN)n3cc([C@@H](N)[C@H](C)CC)nn3)CC2)n1	i
O=C(COC(=O)CNC(=O)c1ccccc1Cl)NC1CCCC1	i
O=C(O)C(=Cc1cccc([N+](=O)[O-])c1)c1ccc(Cl)cc1	i
Cc1ccc(C2=CC(=O)C[C@H](c3ccc(Cl)cc3)C2)cc1	i
CC(C)(C)CC(=O)Nc1ccc(S(=O)(=O)NC2=NCCCCC2)cc1	i
c1ccc(-c2ncnc3ccccc23)cc1	i

# New compounds follow.
Compound	ANO1 activ
O=C(COC(=O)/C=C/c1ccccc1)NC(=O)NC1CCCCC1	i
O=C(COC(=O)Cc1c[nH]c2ccccc12)Nc1ccccc1C(F)(F)F	i
C=C[C@@H]1c2ccccc2N(S(=O)(=O)c2ccc(C)cc2)[C@H](c2ccc(C(F)(F)F)cc2)C1(C#N)C#N	i
CCOc1cc(N2CCOCC2)c(OCC)cc1NC(=O)CSc1nc(N)cc(=O)[nH]1	i
CC(Sc1nc(N)cc(=O)[nH]1)C(=O)NNC(=O)c1cccc(Cl)c1 (centres undefined)	i
COc1ccc2c(CC(=O)OCC(=O)N(C)c3c(N)n(Cc4ccccc4)c(=O)[nH]c3=O)coc2c1	i
O=C(CSc1ncccn1)NC(=O)Cc1ccccc1	i
COc1ccc(NC(=O)CN(C)C(=O)c2ccc(S(=O)(=O)Nc3ccccc3C)cc2)cc1	i
CC1NC(C)c2c(ccc3ccccc23)O1 (centres undefined)	i
CCCc1cc(=O)[nH]c(SCC(=O)NC2(C#N)CCCCC2)n1	i
CC12CCC(C(N)C1=O)C2(C)C (centres undefined)	i
CC(=O)c1ccc(S(=O)(=O)Nc2ccc(Cl)c(S(=O)(=O)N3CCCC3)c2)cc1	i

# Six entries out of the list, ordered by SMILES length, smallest number first:
Compound	ANO1 activ
O=C(Cc1c(F)cccc1Cl)NNC(=O)c1ccc(Br)s1	i
O=C1OCC2=C1C(c1ccc(F)cc1)c1cc3c(cc1N2)OCCO3 (centres undefined)	i
O=C(O)C(=Cc1cccc([N+](=O)[O-])c1)c1ccc(Cl)cc1	i
CCC1(c2ccccc2)NC(=O)N(CC(=O)NCC2COc3ccccc3O2)C1=O (centres undefined)	i
COc1ccc(NS(=O)(=O)c2cc(NC(=O)C(CC(C)C)NC(N)=O)ccc2N2CCOCC2)cc1 (centres undefined)	i
CC(C)Oc1cc2ccccc2cc1CNC[C@H]1O[C@@H](n2cnc3c(N)ncnc32)[C@H](O)[C@@H]1O	i

# More records:
Compound	ANO1 activ
NS(=O)(=O)c1ccc(CNC(=O)c2ccc(S(=O)(=O)NCc3ccco3)cc2)cc1	i
O=C(COC(=O)CNC(=O)C1CCCCC1)Nc1ccc(F)c([N+](=O)[O-])c1	i
COC(=O)/C(=C\c1ccc([N+](=O)[O-])cc1)NC(=O)c1ccccc1	i
COc1ccc(C(=O)OCC(=O)c2ccc(S(=O)(=O)N3CCCCC3)cc2)c(OC)c1	i
O=C(/C=C/c1ccc(OC(F)F)cc1)OCC(=O)N1CCC(c2ccccc2)=N1	i
CCCCOC(=O)C1C2CCC(O2)C1C(=O)OCC (centres undefined)	i
Cc1c(NS(=O)(=O)c2cccc(C(=O)OCC(=O)c3ccc(Cl)cc3)c2)c(=O)n(-c2ccccc2)n1C	i
Cc1ccc(NC(=O)C(C)Sc2nnc3ccccn23)cc1 (centres undefined)	i
CCOC=C1C(=O)N(C(C)=O)c2cc(OC)c(OC)cc21	i
C=C(CN(C)C)C(=O)c1cc(C)ccc1C	i
C=CCn1c(SCCN2C(=O)c3ccccc3C2=O)nc2scc(-c3ccc(F)cc3)c2c1=O	i
O=C(COC(=O)c1n[nH]c2ccccc12)NCCc1ccccc1	i
COc1ccc2cc(C=O)n(C)c2c1	i
COC(=O)[C@@H](Cc1ccccc1)NS(=O)(=O)N[C@H](Cc1ccccc1)C(=O)OC	i
CCOC1CCCC(n2cnc3c(=S)nc[nH]c32)O1 (centres undefined)	i
CCN(C(=O)CSc1cccc[n+]1[O-])C1CCCCC1	i
Cc1cc(C)n(-c2ccc(C(=O)OCC(=O)Nc3ccc(S(N)(=O)=O)cc3)cc2)n1	i
Cc1ccc(-c2noc(COC(=O)c3ccco3)n2)cc1	i
Cc1noc(C)c1NC(=O)N(C)C[C@H]1Oc2ccc(NC(=O)Nc3ccc4c(c3)OCO4)cc2C(=O)N([C@H](C)CO)C[C@@H]1C	i
O=C(COc1ccccc1F)NCCc1ccc2c(c1)OCCO2	i
CCCN1C(=O)CC(=O)N=C1SCC(=O)Nc1ccccc1F	i
CCOC(=O)c1c(C)[nH]c(C(=O)COc2ccc3ccc(=O)oc3c2)c1C	i
Cc1cccc(C=NOCCc2ccccc2)n1	i
CSCC[C@H](NC(=O)c1cccc(S(=O)(=O)N2CCCCCC2)c1)c1nc2ccccc2[nH]1	i
Cc1ccsc1CN(C)CC(=O)Nc1cccc(S(=O)(=O)N(C)c2ccccc2)c1	i
O=C1C=C(c2cc(F)ccc2F)C[C@@H](c2ccc(Cl)cc2)C1	i
O=C(CCNS(=O)(=O)c1ccccc1)NCC1CCCCC1	i
COCCN(C(=O)C1=COCCO1)c1c(N)n(CC(C)C)c(=O)[nH]c1=O	i
CCn1c(CNC(=O)Cc2ccc(OC)cc2)nnc1SCC(=O)c1ccccc1	-34.7*
O=C(COC(=O)c1ccc(F)c(S(=O)(=O)N2CCOCC2)c1)NCc1ccc2c(c1)OCO2	i
Cc1ccc(S(=O)(=O)N(C)c2ccc(C(=O)NCC(c3ccco3)N(C)C)cc2)cc1 (centres undefined)	i
C[C@@H]1CCCCCCCCC(=O)OCCN(C(=O)OC(C)(C)C)[C@H](C)CCCCCCCCC(=O)OCCN1C(=O)OC(C)(C)C	i
Cc1ccc(S(=O)(=O)NCCC(=O)NCc2ccc(Cl)cc2)cc1C	i
NS(=O)(=O)c1cccc(NC(=O)CN2CCN(S(=O)(=O)c3ccc4c(c3)OCCO4)CC2)c1	i
CC(c1nc2scc(-c3ccccc3)c2c(=O)[nH]1)N1CCN(CC(=O)NC2CC2)CC1 (centres undefined)	i
S=C(Cc1ccccc1)N1CCOCC1	i

# Molecules shown so far that have a CF3 group, in the order listed:
Compound	ANO1 activ
O=C(COC(=O)Cc1c[nH]c2ccccc12)Nc1ccccc1C(F)(F)F	i
C=C[C@@H]1c2ccccc2N(S(=O)(=O)c2ccc(C)cc2)[C@H](c2ccc(C(F)(F)F)cc2)C1(C#N)C#N	i

# (listing goes on)
Compound	ANO1 activ
O=C(CCc1ccccc1)n1nc(-c2ccco2)nc1SCc1ccccc1	i
Cn1c(=O)c2nc(SCCO)n(C)c2n(C)c1=O	i
Cc1cc(NC(=O)CN(C)CC(=O)Nc2ccc(Cl)c(C(F)(F)F)c2)no1	i
CC(=O)c1c(C)[nH]c(C(=O)NNC(=O)c2ccc(C)cc2)c1C	i
CC(=O)C1CCC2C3CC(C)=C4CC(O)CCC4(C)C3CCC12C (centres undefined)	i
COCCn1c(C)cc(C(=O)COC(=O)CNC(=O)c2ccco2)c1C	i
O=C1Nc2ccc(Br)cc2/C1=N\N=C\C1=C(N2CCOCC2)C(=C/c2ccccc2)/CC1	i
COc1ccc(OC)c(S(=O)(=O)N2CCN(C(=O)NC3CCCCC3)CC2)c1	i
CCCCNC(=O)CN(Cc1ccco1)S(=O)(=O)c1ccc(C(C)=O)cc1	i
O=C(COC(=O)/C=C/c1ccc2ccccc2n1)NNC(=O)c1ccc([N+](=O)[O-])cc1	i
O=C1[C@H](Cc2ccccc2)NCCCC[C@@H](c2ccc(Cl)cc2)N1Cc1ccc(Cl)cc1	i
CN(c1ccccc1)S(=O)(=O)c1cc(C(=O)N2CCN(c3ncccn3)CC2)ccc1Cl	i
CCOC(=O)C1CCCN(C(=O)COc2ccc(S(=O)(=O)N3CCOCC3)cc2)C1 (centres undefined)	i
